Source: PubChem BioAssay
APEX1 inh = qHTS Assay for Inhibitors of the Human Apurinic/apyrimidinic Endonuclease 1 (APE1). DNA repair nuclease/redox regulator APEX1 (Homo sapiens), P27695. recombinant APE1, TAMRA/BHQ-2 abasic DNA cleavage fluorescence. Potency, µM (doses to about 65.8 µM), inactives show at the top dose activity change, negative = inhibition, hits mostly inhibitors. 350,000 compounds, 0.35% hits;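 also: plate controls were vehicle for no effect and reference inhibitor for full effect; nearly all actives have a fitted effect of over 55% in size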
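Endonuclease cleavage of a quenched abasic-site DNA duplex (50 nM) by APE1 (0.75 nM) was tracked by TAMRA dequenching. Compounds were preincubated with enzyme 15 min at room temperature; data normalized to buffer-only and DMSO wells plus NSC13755 control.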
BLM helicase inh = qHTS Assay for Inhibitors of Bloom's syndrome helicase (BLM); 350,000 compounds, 0.2% hits; Potency, µM (series often up to 56.1 µM), without a hit: at the highest dose activity change, negative = inhibition, most hits filed as inhibitors; recombinant BLM DNA unwinding, fluorescence dequenching;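 also: plate controls were vehicle for no effect and no enzyme for full effect; nearly all actives have a fitted effect of over 35% in size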
Target sequence (P54132 whole entry, looked up): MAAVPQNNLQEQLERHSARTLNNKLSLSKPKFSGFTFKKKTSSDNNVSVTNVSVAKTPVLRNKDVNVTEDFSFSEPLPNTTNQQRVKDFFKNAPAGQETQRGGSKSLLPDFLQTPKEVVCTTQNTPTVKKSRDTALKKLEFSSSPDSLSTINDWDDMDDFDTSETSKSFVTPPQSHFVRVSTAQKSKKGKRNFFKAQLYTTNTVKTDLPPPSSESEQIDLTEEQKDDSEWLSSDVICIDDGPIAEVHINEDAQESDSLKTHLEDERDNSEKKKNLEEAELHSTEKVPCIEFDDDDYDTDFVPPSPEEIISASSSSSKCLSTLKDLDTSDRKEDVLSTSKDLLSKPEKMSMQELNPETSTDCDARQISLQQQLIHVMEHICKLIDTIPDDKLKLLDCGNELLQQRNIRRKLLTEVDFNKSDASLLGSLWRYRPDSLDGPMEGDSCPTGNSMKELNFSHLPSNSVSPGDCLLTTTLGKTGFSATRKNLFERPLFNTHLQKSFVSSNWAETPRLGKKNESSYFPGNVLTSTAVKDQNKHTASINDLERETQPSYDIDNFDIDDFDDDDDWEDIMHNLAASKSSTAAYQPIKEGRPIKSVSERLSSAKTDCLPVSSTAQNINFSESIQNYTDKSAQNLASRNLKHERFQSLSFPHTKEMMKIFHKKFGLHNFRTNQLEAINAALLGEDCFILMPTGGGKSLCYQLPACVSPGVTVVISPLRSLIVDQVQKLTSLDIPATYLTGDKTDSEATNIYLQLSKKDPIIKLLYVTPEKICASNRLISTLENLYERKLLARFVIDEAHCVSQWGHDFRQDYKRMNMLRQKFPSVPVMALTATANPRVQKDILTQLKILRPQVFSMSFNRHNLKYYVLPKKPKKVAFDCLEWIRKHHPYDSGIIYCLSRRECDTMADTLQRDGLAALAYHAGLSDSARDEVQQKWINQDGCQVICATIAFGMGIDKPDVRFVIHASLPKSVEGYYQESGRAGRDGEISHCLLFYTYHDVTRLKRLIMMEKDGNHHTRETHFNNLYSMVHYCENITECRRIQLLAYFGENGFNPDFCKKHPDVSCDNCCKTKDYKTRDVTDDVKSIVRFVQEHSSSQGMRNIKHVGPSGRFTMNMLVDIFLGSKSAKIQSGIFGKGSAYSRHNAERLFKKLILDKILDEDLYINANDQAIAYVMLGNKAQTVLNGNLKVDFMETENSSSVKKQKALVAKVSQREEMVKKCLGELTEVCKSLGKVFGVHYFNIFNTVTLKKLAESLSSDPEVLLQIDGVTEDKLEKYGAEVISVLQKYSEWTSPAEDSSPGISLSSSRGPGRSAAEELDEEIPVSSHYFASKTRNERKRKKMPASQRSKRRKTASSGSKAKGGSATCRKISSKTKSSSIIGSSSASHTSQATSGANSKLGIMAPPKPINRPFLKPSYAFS
Starred values were filed as active, the others as inactive; & = joins results of further samples; [ ] = remark or other dose. Calls follow the shape of the dose curve; as a rule, active = well fitted curve in the direction sought with a large enough effect; inconclusive = small, poorly fitted or top-dose-only effect, or another doubt; inactive = no such curve, though single readings can be large; an effect the other way counts as inactive or inconclusive. Potency is read from the fitted curve at half-maximal effect. Only part of the results is shown. The share of hits here may be higher or lower than overall.

SMILES | APEX1 inh | BLM helicase inh
COc1ccc(N2C=C3C(=O)C(C)(OC(=O)C4CCCC4)C(=O)C=C3C=C2c2ccsc2)cc1 (stereo not given) | -1%[12.4 µM] | 0%[12.4 µM]
CC(C)[C@@H](CC(=O)N[C@@H]1CCCC[C@H]1C(=O)N[C@H](CC(=O)N[C@@H](CCC(=O)O)CC(=O)O)Cc1c[nH]c2ccccc12)NC(=O)C[C@H](Cc1ccccc1)NC(=O)[C@@H]1CCCC[C@H]1N | 0% | 4%
CC(C)(C)Nc1oc(-c2ccccc2)nc1-c1cccc2ccccc12 | 1% | 2%
C=CC1=C2C=C(C3CC3)N(c3ccc(OC)cc3)C=C2C(=O)C(C)(OC(=O)c2ccco2)C1=O (stereo not given) | -5%[12.4 µM] | -9%[12.4 µM]
CCCCCCCC1=CC2=C(Cl)C(=O)C(C)(OC(C)=O)C(=O)C2=CO1 (stereo not given) | -1% | -9%
c1ccc(-c2nc(-c3ccccc3)c(Nc3ccc4ccccc4c3)o2)cc1 | -2% | 9%
COC(=O)C1=C(C)N(Cc2ccccc2)C(=O)N[C@@H]1c1ccccc1 | 15% | -1%
NCCC[C@@H](CC(=O)N[C@@H]1CCNC[C@H]1C(=O)N[C@H](CC(=O)N[C@@H](CCC(=O)O)CC(=O)O)Cc1ccccc1)NC(=O)C[C@H](CO)NC(=O)[C@@H]1CCCC[C@H]1N | -2% | -13%
COC(=O)N[C@@H](c1cccc(F)c1)C(C(C)=O)C(=O)OC (stereo not given in full) | 7% | -5%
C[C@H]1Cc2c(COc3ccccc3)nc3c(c2CO1)CN(C(=O)Nc1cccc(C#N)c1)CC3 | -2%[12.4 µM] | -3%[12.4 µM]

4 of the compounds above, tab-delimited.
molecule	APEX1 inh	BLM helicase inh
C=CC1=C2C=C(C3CC3)N(c3ccc(OC)cc3)C=C2C(=O)C(C)(OC(=O)c2ccco2)C1=O (stereo not given)	-5%[12.4 µM]	-9%[12.4 µM]
CC(C)(C)Nc1oc(-c2ccccc2)nc1-c1cccc2ccccc12	1%	2%
COC(=O)N[C@@H](c1cccc(F)c1)C(C(C)=O)C(=O)OC (stereo not given in full)	7%	-5%
C[C@H]1Cc2c(COc3ccccc3)nc3c(c2CO1)CN(C(=O)Nc1cccc(C#N)c1)CC3	-2%[12.4 µM]	-3%[12.4 µM]

The results go on:
SMILES | APEX1 inh | BLM helicase inh
CC(=O)O[C@@H]1C(CO[Si](C)(C)C(C)(C)C)=C(Br)C(=O)[C@@H]2O[C@]12C | 1% | 4%
COc1cccc([C@@H]2Oc3ccc(OC)cc3C(=O)[C@H]2OC(=O)NS(=O)(=O)c2ccc(F)cc2)c1 | 0% | 3%
CC[C@@H](C)CN1C(=O)N[C@@H](c2ccccc2)C(C(=O)OC)=C1C | -3%[12.4 µM] | -1%[12.4 µM]
CCCCS(=O)(=O)N1CCc2nc(-c3ccccc3)c3c(c2C1)CO[C@@H](C)C3 | -10%[12.4 µM] | 1%[12.4 µM]
CCCCC[C@H](O)/C=C/C=C/C=C/[C@@H](O)C/C=C\CCCC(=O)O | -7% | -2%
C=CCOC(=O)N[C@H](/C(C(=O)OC)=C(\C)NCc1ccccc1)c1cccc(OC)c1 | 14% | 7%
Cc1ccc(C(O)C2=CCCC2=O)cc1 (stereo not given) | 20% | 4%
CC(C)C[C@@H](CC(=O)N[C@@H](CCC(=O)O)CC(=O)O)NC(=O)[C@@H]1CCCC[C@H]1NC(=O)C[C@H](CCCN)NC(=O)C[C@H](CO)NC(=O)[C@@H]1CNCC[C@H]1N | -3% | 2%
NCCC[C@@H](CC(=O)N[C@@H]1CCCC[C@H]1C(=O)N[C@H](CC(=O)N[C@@H](CCC(=O)O)CC(=O)O)Cc1ccccc1)NC(=O)C[C@H](CO)NC(=O)[C@@H]1CCCC[C@H]1N | -8% | 0%
COc1cccc([C@@H]2Oc3ccc(OC)cc3C[C@H]2OC(=O)NCc2ccco2)c1 | 8% | -1%

Shown with values under each structure: 6 of the compounds above.
Results follow in this order: APEX1 inh	BLM helicase inh
CCCCS(=O)(=O)N1CCc2nc(-c3ccccc3)c3c(c2C1)CO[C@@H](C)C3
    -10%[12.4 µM]	1%[12.4 µM]
CCCCC[C@H](O)/C=C/C=C/C=C/[C@@H](O)C/C=C\CCCC(=O)O
    -7%	-2%
C=CCOC(=O)N[C@H](/C(C(=O)OC)=C(\C)NCc1ccccc1)c1cccc(OC)c1
    14%	7%
Cc1ccc(C(O)C2=CCCC2=O)cc1 (stereo not given)
    20%	4%
CC(C)C[C@@H](CC(=O)N[C@@H](CCC(=O)O)CC(=O)O)NC(=O)[C@@H]1CCCC[C@H]1NC(=O)C[C@H](CCCN)NC(=O)C[C@H](CO)NC(=O)[C@@H]1CNCC[C@H]1N
    -3%	2%
NCCC[C@@H](CC(=O)N[C@@H]1CCCC[C@H]1C(=O)N[C@H](CC(=O)N[C@@H](CCC(=O)O)CC(=O)O)Cc1ccccc1)NC(=O)C[C@H](CO)NC(=O)[C@@H]1CCCC[C@H]1N
    -8%	0%

(listing goes on)
SMILES | APEX1 inh | BLM helicase inh
COc1ccc(-c2nc3c(c4c2C[C@H](c2ccccc2)OC4)CN(C(=O)C2CCCCC2)CC3)c(C)c1 | -4%[12.4 µM] | -6%[12.4 µM]
COc1cccc([C@@H]2Oc3ccc(OC)cc3C(=O)[C@H]2OC(=O)NCCc2ccc(OC)c(OC)c2)c1 | 1% | -6%
C=C(C)C(=O)C1CCCCC1 | 2% | 3%
COc1cccc([C@@H]2Oc3ccc(Br)cc3C[C@H]2OC(=O)Nc2ccc(C)c(Br)c2)c1 | 5% | 3%
O=C(N[C@H]1CCCc2ccccc21)O[C@@H]1C(=O)c2cc(Br)ccc2O[C@H]1c1ccc2c(c1)OCO2 | -2% | 2%
COc1ccc2c(c1)O[C@@H](c1ccc3c(c1)OCO3)[C@H](O)C2=O | 24% | 4%
COCCN1C(=O)N[C@@H](CCc2ccccc2)C(C(=O)OC)=C1C | 2% | 3%
COC(=O)[C@@H](NC(=O)O[C@H]1C(=O)c2cc(OC)ccc2O[C@@H]1c1ccc(OC)c(Br)c1)C(C)C | -6% | -12%
C=CCOC(=O)N[C@H](C[N+](=O)[O-])c1ccccc1 | -4% | 1%
CC1(OC(=O)c2ccc(Cl)nc2)C(=O)C=C2C=C(c3ccc(C#N)cc3)OC=C2C1=O (stereo not given) | 3%&-7% | -2%&-4%
COCOc1ccccc1C(=O)/C=C/c1ccccc1 | 1% | -4%
C[C@H]1Cc2c(-c3ccccc3)nc3c(c2CO1)CN(C(=O)C1CCCCC1)CC3 | -2%[12.4 µM] | -1%[12.4 µM]
COC(=O)NC(c1ccc2c(c1)OCO2)C(C(=O)OC)C(=O)OC (stereo not given) | 5% | -4%
C=CCOC(=O)N[C@H](c1cccc(C(F)(F)F)c1)C(C(C)=O)C(C)=O | 0% | -7%
CC[C@H](C)[C@@H](NC(=O)O[C@@H]1C(=O)c2ccc(OC)cc2O[C@H]1c1cccc(C(F)(F)F)c1)C(=O)OC | -1% | -2%
CC(C)C[C@@H](CC(=O)N[C@@H](CCC(=O)O)CC(=O)O)NC(=O)[C@@H]1CCCC[C@H]1NC(=O)C[C@H](CCCN)NC(=O)C[C@H](Cc1ccccc1)NC(=O)[C@@H]1CNCC[C@H]1N | 1% | 6%
NCCC[C@@H](CC(=O)N[C@@H]1CCNC[C@H]1C(=O)N[C@H](CC(=O)N[C@@H](CCC(=O)O)CC(=O)O)Cc1ccccc1)NC(=O)C[C@H](Cc1ccccc1)NC(=O)[C@@H]1CCCC[C@H]1N | 16% | -2%
COc1ccc(C2=CC3=C(Br)C(=O)C(C)(OC(=O)c4cnc5ccccc5n4)C(=O)C3=CO2)cc1 (stereo not given) | 0% | -1%
COCC(=O)N1CCc2nc(-c3ccc(OC)cc3C)c3c(c2C1)CO[C@@H](c1ccccc1)C3 | -3%[12.4 µM] | 2%[12.4 µM]
COC(=O)CCCC1=CC2=C(c3ccccc3)C(=O)C(C)(OC(=O)C3CCCC3)C(=O)C2=CO1 (stereo not given) | -4% | -4%
COCOc1cc(OC)ccc1C(=O)/C=C/c1ccc2c(c1)OCO2 | 2%&4% | -1%&0%
CCCCC/C=C\C/C=C\C/C=C\CCCCCCC(=O)NCC(=O)O | 3% | -1%
Cc1ccc([S+](=O)([O-])N(c2ccccc2)[S+](=O)([O-])C(F)(F)F)cc1 | 6% | 0%
COc1ccc2c(c1)O[C@H](c1ccc3c(c1)OCO3)[C@@H](OC(=O)NCc1ccc3c(c1)OCO3)C2=O | -1% | -1%
CCCCc1nc2c(c3c1C[C@H](C)OC3)CN(C(=O)NCCCC(=O)OCC)CC2 | 1%[12.4 µM] | -1%[12.4 µM]
CC#CCN1c2ccccc2[C@]23C[C@@H](C(=O)OC)N(S(=O)(=O)c4ccc(C)cc4)C2=NC(C(=O)OC)=C(C(=O)OC)[C@H]13 | -1%[12.4 µM] | -4%[12.4 µM]
COC(=O)[C@@H](O)CC[C@@H](C)Cc1c(OC)c(OC)c(C)c(OC)c1OC | -3% | 0%
COC/C=C/C1=CC2=CC(=O)C(C)(OC(=O)c3cnc4ccccc4n3)C(=O)C2=CO1 (stereo not given) | -3% | -15%
COC(=O)NC(/C=C/c1ccccc1)C(C(C)=O)C(=O)OC (stereo not given) | 2% | 4%
COc1ccc2c(c1)c(CC(=O)NCc1ccc3c(c1)OCO3)c(C)n2C(=O)c1ccc(Cl)cc1 | -1% | 1%
COc1cccc([C@@H]2Oc3ccc(Br)cc3C[C@H]2OC(=O)Nc2ccc(OC(F)F)cc2)c1 | -3% | -17%
c1ccc(CNc2oc(-c3ccccc3)nc2-c2cccc3ccccc23)cc1 | -4% | -2%
CCCCc1cc2c(cn1)C(=O)C(C)(OC(C)=O)C(=O)C2 (stereo not given) | -1%[12.4 µM] | -17%[12.4 µM]
COc1ccc2c(c1)C(=O)[C@H](OC(=O)NCCOc1ccccc1)[C@@H](c1ccc(OC)c(Br)c1)O2 | 2% | 2%
CC(C)[C@@H](CC(=O)N[C@@H]1CCNC[C@H]1C(=O)N[C@H](CC(=O)N[C@@H](CCC(=O)O)CC(=O)O)Cc1ccccc1)NC(=O)C[C@H](Cc1c[nH]c2ccccc12)NC(=O)[C@@H]1CCCC[C@H]1N | 5% | 2%
CC(C)C[C@@H](CC(=O)N[C@@H](CCCN)CC(=O)N[C@@H]1CCCC[C@H]1C(=O)N[C@H](CC(=O)N[C@@H](CCC(=O)O)CC(=O)O)Cc1ccccc1)NC(=O)[C@@H]1CNCC[C@H]1N | 0% | 2%
CC[C@H](C)[C@@H](NC(=O)O[C@@H]1C(=O)c2ccc(OC)cc2O[C@H]1c1ccc2c(c1)OCO2)C(=O)OC | -1% | -3%
COC(=O)N1C2=C(c3ccccc3[C@@H]1CC(=O)Nc1ccc3cc4ccccc4cc3c1)[C@@H]1C(=O)N(c3ccccc3)C(=O)[C@@H]1[C@H](C)C2 | 1%[12.4 µM] | -3%[12.4 µM]
N#CCCCS(=O)(=O)c1nnnn1-c1ccc(Br)cc1 | 3% | -2%
O=P1(O)Oc2c(c(-c3ccccc3)cc3ccc4ccccc4c23)-c2c(-c3ccccc3)cc3ccc4ccccc4c3c2O1 | -2% | -1%
Cc1ccc(/C=C/C2=C[C@]3(C)C[C@]2(C)[C@H](c2ccc(C)cc2)CC3=O)cc1 | -1% | -3%
CCCCC/C=C\C/C=C\C/C=C\CCCCC(=O)NC(C)C(=O)O (stereo not given) | 1% | 2%
COc1ccc(-c2nc(-c3ccccc3)c(NC(C)C)o2)cc1 | 1% | 1%
COCCN1C(=O)N[C@@H](c2cccc(C(F)(F)F)c2)C(C(C)=O)=C1C | -2% | -1%
C=C(C)C(=O)c1ccc(OC)cc1 | 1% | 0%
